TRPC6 inhibitor = inhibitors of mouse TRPC6 channel; Q61143; HEK293-TRPC6, membrane potential dye, ACh-evoked depolarization; hits give low values; B-score at 10 µM; 310,000 compounds, 1.1% hits;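 active = B-score under library mean minus 3 SD, initial fluorescence not abnormally high, positive integrated signal ratio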;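 also: B-score derived from integrated fluorescence ratio over the kinetic read; more negative B-score means stronger inhibition of depolarization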
Target sequence (Q61143 whole entry, looked up): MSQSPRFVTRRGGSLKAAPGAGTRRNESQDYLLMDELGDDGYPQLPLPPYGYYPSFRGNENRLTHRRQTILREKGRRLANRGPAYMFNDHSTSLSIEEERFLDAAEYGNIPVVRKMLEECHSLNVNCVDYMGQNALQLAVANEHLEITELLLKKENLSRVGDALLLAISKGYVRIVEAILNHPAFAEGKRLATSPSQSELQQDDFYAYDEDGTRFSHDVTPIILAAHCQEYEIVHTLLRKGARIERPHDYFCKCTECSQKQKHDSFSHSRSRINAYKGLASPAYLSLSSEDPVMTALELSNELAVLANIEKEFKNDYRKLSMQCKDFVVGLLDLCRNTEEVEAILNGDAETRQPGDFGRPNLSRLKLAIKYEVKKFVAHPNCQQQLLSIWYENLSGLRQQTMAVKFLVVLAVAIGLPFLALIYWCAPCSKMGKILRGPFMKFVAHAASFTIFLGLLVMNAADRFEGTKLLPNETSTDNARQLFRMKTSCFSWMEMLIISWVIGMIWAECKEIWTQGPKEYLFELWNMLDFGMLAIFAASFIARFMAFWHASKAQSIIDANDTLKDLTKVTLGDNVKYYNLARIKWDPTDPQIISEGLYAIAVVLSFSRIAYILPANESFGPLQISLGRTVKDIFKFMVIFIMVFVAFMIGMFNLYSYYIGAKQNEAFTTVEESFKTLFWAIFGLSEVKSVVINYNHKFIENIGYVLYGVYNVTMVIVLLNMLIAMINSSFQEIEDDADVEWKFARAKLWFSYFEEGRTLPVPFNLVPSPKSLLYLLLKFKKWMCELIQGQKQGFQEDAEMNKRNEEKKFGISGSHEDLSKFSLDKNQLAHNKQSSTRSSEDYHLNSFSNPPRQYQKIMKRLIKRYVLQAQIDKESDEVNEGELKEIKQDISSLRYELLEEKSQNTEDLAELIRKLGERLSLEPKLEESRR
MrgX1 antagonist = antagonists of human MrgX1 receptor; AID 588676; Q96LB2; MRGX1-HEK293 calcium flux, Fluo-4, BAM8-22 antagonism; hits give low values; 310,000 compounds, 1.3% hits; B-score at 10 µM;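 active = calcium-response B-score plate-corrected more than 3 library SD below zero, starting fluorescence within 5 deviations, no agonist response on first addition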;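 also: peak minus trough fluorescence over baseline after final BAM8-22 challenge near maximal dose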
TRPC6 activator = activators of mouse TRPC6 channel; B-score at 10 µM; AID 2550; Q61143; 310,000 compounds, 0.13% hits; HEK293-TRPC6 membrane potential dye fluorescence; hits give high values;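 active = B-score of the integrated fluorescence ratio above library mean plus 3 SD, and starting fluorescence ratio within library mean plus 5 SD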;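 also: higher score means more depolarization so channel activation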
TRPC4 act = activators of mouse TRPC4 channel; Q9QUQ5; HEK293 TRPC4beta/mu-opioid, Fluo4 calcium fluorescence; hits give high values; B-score at 10 µM; 310,000 compounds, 0.49% hits; AID 2237;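 active = B-score above 5 SD of library B-scores, and initial fluorescence ratio not above library mean plus 5 SD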;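 also: positive B-score marks a calcium rise read as TRPC4 activation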
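Test system: HEK293 cells stably co-expressing mouse TRPC4beta and mu-opioid receptor | Schedule: Fluo4 dye loading 45 min at room temperature, 110 s recording | Measured by: Kinetic Fluo4 calcium fluorescence, 5 s baseline at 1 Hz | Evaluation: B score of integrated ratio | Controls: Buffer (low) and maximal DAMGO (high)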
aSyn UTR inh = MLPCN primary screen, SNCA 5' untranslated region; alpha-synuclein 5'UTR reporter, inhibitor activity; inhibition, % (tested at 7.5 µM); 300,000 compounds, 0.82% hits; AID 1813; in the data active = inhibition above about 60%; inconclusive = no clear call, values can overlap the other calls;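 also: H4 neuroglioblastoma cells stably carrying SNCA 5'UTR luciferase fusion; 0% = DMSO wells and 100% = positive control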
IEC-6 cytotox = IEC-6 cytotoxicity, counter-screen for KLF5 inhibitors | luminescence viability | AID 1825 | 290,000 compounds, 0.78% hits | inhibition, % at 5 µM; in the data active = inhibition above about 22%;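 also: 0% = plate median of test compound wells and 100% = cytotoxic reference compound wells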
KLF5 inh = inhibitors of KLF5 expression; DLD-1 KLF5 promoter-luciferase reporter, luminescence; inhibition, % at 5 µM; 290,000 compounds, 0.23% hits;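 active = inhibition above a per-plate limit of that plate's mean compound inhibition plus 3 SD, cut at about 60% in these data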;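 also: 0% = DMSO wells and 100% = LY294002 at 200 µM; higher means less KLF5 promoter-driven luciferase light; inactives centre near -14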
SKKanGAS inh = inhibitors of SKKanGAS S. pyogenes growth in kanamycin (SK-promoter or general growth effect). BacTiter-Glo, 6 h. inhibition, % at 7.5 µM. 300,000 compounds, 1.3% hits. AID 1662;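 active = mean replicate score, as percent of positive control median, at least 50; inconclusive = mean below 50 but one replicate at or above 50; inactive = mean and every replicate below 50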;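 also: strain carries kanamycin resistance gene driven by streptokinase promoter and grows in 40 µg/ml kanamycin; loss of luminescence reflects streptokinase promoter inhibition or plain growth inhibition; 0% = median of DMSO wells and 100% = positive control at its reference dose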
HIF act = HIF pathway transcriptional activation; U2OS HRE-luciferase reporter, luminescence; normalized: DMSO 0%, desferrioxamine 100%; activation, % at 7.5 µM (by protocol); 300,000 compounds, 0.32% hits;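 active = mean activation of at least 10% of the iron chelator positive control signal, with at least half of replicates also reaching 10%; inconclusive = mean and replicate majority disagree about reaching 10%; inactive = mean and most replicates under 10%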
TRPC4 block = TRPC4 (mouse) channel inhibition. AID 2247. Q9QUQ5. 300,000 compounds, 0.39% hits. HEK293 TRPC4beta/mu-opioid, DAMGO-evoked Fluo4 calcium flux; hits give low values. B-score at 10 µM;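 active = B-score over 3 SD under the library average, no early fluorescence shift, positive overall ratio signal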
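material = TRPC4beta/mu-opioid receptor HEK293 cell line | probe or stimulus = sequential submaximal and maximal DAMGO stimulation | compound dosing = one concentration per compound | measured by = Fluo4 Ca2+ flux fluorescence | evaluation = integrated fluorescence ratio relative to baseline, converted to per-well B score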
TRPC4 PAM = allosteric potentiators of mouse TRPC4 channel; HEK293 TRPC4beta/mu-opioid, DAMGO EC20, Fluo-4 Ca2+ flux; hits give high values; B-score at 10 µM; 310,000 compounds, 0.42% hits; AID 2227; Q9QUQ5;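 active = B-score of calcium response area above 5 SD of library B-scores, with initial fluorescence ratio within 5 SD of library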;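 also: B-score of integrated fluorescence ratio over time as area under calcium response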
Numbers without * were called inactive; i = inactive; ? = inconclusive; / = not tested or not shown; & = joins results of further samples. Compounds were not picked by outcome, and some 5.8% of all compounds hit somewhere here.

Fields – TRPC6 inhibitor	MrgX1 antagonist	TRPC6 activator	TRPC4 act	aSyn UTR inh	IEC-6 cytotox	KLF5 inh	SKKanGAS inh	HIF act	TRPC4 block	TRPC4 PAM
1	CC(C(=O)Nc1ccc(Cl)cc1)N(C)Cc1cccs1 (stereo not drawn)
 : i	i	i	i	-12	-7	-22	1	1.2	i	i
2	C=CCNC(=O)c1cccc(Br)c1
 : i	i	i	i	-32	2	-9	8	0.7	i	i
3	Cc1ccc(-c2cc(C(=O)NCCCn3ccnc3)no2)cc1
 : i	i	i	i	-21	-3	-50	1	1.3	i	i
4	COc1cc(CCCN2CCNC[C@@H]2Cc2ccc(O)cc2)cc(OC)c1OC
 : i	i	i	i	6	/	/	-1	0.2	i	i
5	O=C(Oc1ccc(NC2=NS(=O)(=O)c3ccccc32)cc1)c1cccnc1
 : i	i	i	i	2	10	-9	59*	0.0	i	i
6	CC(=O)/C(CN1CCCCC1)=N\O
 : i	i	i	i	-17	-2	-10	-2	/	i	i
7	COCCCNc1nc2ccccc2nc1NS(=O)(=O)c1cc(Cl)ccc1Cl
 : i	i	i	i	7	4	-22	26	-0.2	i	i
8	CC(C)(C)c1nnc(NC(=O)CCn2cnc3ccccc3c2=O)s1
 : i	i	i	i	6	3	-37	-3	0.2	i	i
9	CCCC1(C(=O)O)NC(c2ccccc2O)C2C(=O)N(Cc3ccccc3)C(=O)C21 (stereo not drawn)
 : i	i	i	i	8	-1	-8	7	/	i	i
10	CCc1nnc(NC(=O)CN2CCN(c3ccccc3OC)CC2)s1
 : i	i	i	i	-5	-3	-30	1	-0.2	i	i
11	O=[N+]([O-])c1ccc(/C=N/Nc2ncc(-c3ccccc3)cn2)cc1
 : i	/	i	i	11	-1	-10	-8	-0.1	i	i
12	COc1ccc(C(=O)NC2=Nc3ccccc3N=C(C)C2c2ccccc2)cc1 (stereo not drawn)
 : i	i	i	i	-228	2	-71	8	25*	i	i
13	Cc1ccc(S(=O)(=O)N2CCOCC2)cc1C(=O)N1c2ccccc2Sc2ccccc21
 : i	i	i	i	19	-7	-8	-11	-0.3	i	i
14	N#Cc1ccccc1NC(=O)COC(=O)c1ccc(S(=O)(=O)N2CCCC2)cc1
 : i	i	i	i	-7	0	4	8	0.1	i	i
15	O=C(Nc1cccc(S(=O)(=O)N2CCOCC2)c1)c1cn(-c2ccccc2)nc1-c1ccc(F)cc1
 : i	i	i	i	36	-4	-16	-8	-0.3	i	i
16	CC(C)(C)c1ccc(Oc2ccc(NC(=O)c3ccco3)cn2)cc1
 : i	i	i	i	-11	13	-32	-5	-0.4	i	i
17	Nc1nc(-c2ccccc2)cc(-c2ccccc2)n1
 : i	i	i	i	-5	12	-27	0	0.2	i	i
18	COc1ccccc1NC(=O)c1cn(C)c(=O)c2cc(OC)c(OC)cc12
 : i	i	i	i	12	-4	5	1	-1.5	i	i
19	Cc1cc2cc(CNC(=O)Nc3ccc(Cl)c(Cl)c3)ccc2n1C
 : i	i	i	i	-5	-3	-12	2	-0.4	i	i
20	O=C(NNc1cccc([N+](=O)[O-])c1)/C(=C\c1cccnc1)NC(=O)c1ccccc1
 : i	i	i	i	20	2	5	5	-0.4	i	i
21	CCc1ccc(C2=NNC(=Nc3c(C)n(C)n(-c4ccccc4)c3=O)SC2)cc1
 : i	i	i	i	-10	-8	12	-10	0.0	i	i
22	CCn1cc(C(=O)NCCCN2CC(C)CC(C)C2)c(=O)c2cc(S(=O)(=O)N(C)C3CCCCC3)ccc21 (stereo not drawn)
 : i	i	i	i	-17	-2	-34	1	0.1	i	i
23	c1ccc(-n2nnc3ccccc32)nc1
 : i	i	i	i	-30	2	-71	-8	0.4	i	i
24	CC1C(=O)N2CCCc3cc(NC(=O)C(=O)NCCc4ccc(F)cc4)cc1c32 (stereo not drawn)
 : i	i	i	i	-8	/	/	2	-2.4	i	i
25	Cc1ccc(CC2CC(=O)N(c3cc(C)ccc3C)C2=O)cc1 (stereo not drawn)
 : i	i	i	i	8	-8	0	14	-29	i	i
26	O=C(CN1CCN(Cc2ccc(Cl)cc2)CC1)N/N=C/c1ccncc1
 : i	i	i	i	-4	-6	-10	-14	-0.4	i	i
27	Cc1onc(C(=O)Nc2ccc3c(c2)OCO3)c1[N+](=O)[O-]
 : i	i	i	i	10	3	-50	-8	-0.5	i	i
28	CCOc1ccc(C(=O)CCC(=O)NCC(=O)OCc2ccccc2)cc1OCC
 : i	i	i	i	18	2	-24	-6	3.3	i	i
29	CC(C(=O)NN)c1ccc([N+](=O)[O-])cc1 (stereo not drawn)
 : i	i	i	i	-23	0	-24	0	-0.2	i	i
30	c1ccc(N2CCN(c3nnc(Cc4cccnc4)c4ccccc34)CC2)nc1
 : i	i	i	i	-11	-4	-19	1	-0.7	i	i
31	CSc1cccc(NS(=O)(=O)c2cccc3nsnc23)c1
 : i	i	i	i	-18	0	-13	1	-0.3	i	i
32	CCOC(=O)N/N=C\c1ccc([N+](=O)[O-])s1
 : i	i	i	i	-56	2	-16	-4	-0.3	i	i
33	Cc1cc(Cl)ccc1OCC(=O)N1CCCCC1
 : i	i	i	i	-108	0	-64	4	1.8	i	i
34	COC(=O)c1ccccc1N(Cc1ccccc1)S(C)(=O)=O
 : i	i	i	i	20	-6	-23	-1	-12	i	i
35	Cc1nc2ccccc2nc1OCc1ccc([N+](=O)[O-])cc1
 : i	i	i	i	0	-2	-13	4	-0.2	i	i
36	O=C(NC(=S)NCc1ccccc1)c1cccc(Cl)c1
 : i	i	i	i	-16	-2	-54	7	-0.2	i	i
37	Cc1cccc(S(=O)(=O)C(C#N)c2nc3ccccc3nc2N2CC(C)OC(C)C2)c1 (stereo not drawn)
 : i	i	i	i	-4	6	-26	18	0.1	i	i
38	NC(=O)CSc1nc2c(c(=O)n1-c1ccccc1)C1(CCCCC1)Cc1ccccc1-2
 : i	i	i	i	-41	2	-5	-7	-0.5	i	i
39	O=c1c2c3c(sc2nc(NCCO)n1CCc1ccccc1)CCCCC3
 : i	i	i	i	-41	10	-4	-3	2.7	i	i
40	C/C=C/C(=O)Nc1cccc(C2=NOC3(C2)C[C@H](C(N)=O)N(C(=O)c2ccccc2C(=O)c2ccccc2)C3)c1 (stereo partly drawn)
 : i	/	i	i	14	/	/	-2	-0.6	i	i
41	O=C(NCc1nc2ccccc2[nH]1)C1=C[C@H](c2ccccc2)C[C@H](OCc2ccc(CO)cc2)O1
 : i	i	i	i	19	4	-18	10	0.2	i	i
42	O=C(NCc1ccco1)C(c1ccccc1)N(Cc1cccnc1)C(=O)Cn1nnc2ccccc21 (stereo not drawn)
 : i	i	i	i	-15	-4	9	0	-0.6	i	i
43	CC(C)CC(=O)Nc1ccc2ccccc2c1
 : i	i	i	i	-99	2&-3	-4&-53	0	2.5	i	i
44	O=c1[nH]cnc2c1sc1nc3c(c(-c4ccc(Cl)cc4)c12)CCC3
 : i	i	i	i	35	4	-18	16	0.4	i	i
45	O=C(Nc1nc2ccccc2[nH]1)C1CCC1
 : i	i	i	i	-104	2	-82	4	3.9	i	i
46	CCN(CC)S(=O)(=O)c1ccc(NC(=O)CCNC(=O)c2ccco2)cc1
 : i	i	i	i	3	-3	-31	-3	-0.7	i	i
47	Clc1ccccc1CONc1ncnc2nonc12
 : i	i	i	i	-91	-2	-90	2	0.4	i	i
48	COc1ccc(N(CC(=O)Nc2ccccc2C(=O)NCC(C)C)S(C)(=O)=O)cc1
 : i	i	i	i	22	-3	-28	1	-0.5	i	i
49	CCCc1cc(=O)n2[nH]c(CCc3ccccc3)nc2n1
 : i	i	i	i	4	-6	-20	5	-0.5	i	i
50	COc1ccc(Cl)cc1NC(=O)CN1CCc2ccccc2C1
 : i	i	i	i	14	4	2	15	-1.0	i	i
51	Nn1c(SCC(=O)NC(=O)NC2CCCC2)nnc1-c1ccccc1F
 : i	i	i	i	12	4	-21	-2	/	i	i
52	Cc1csc(NC(=O)CSc2nnc(-c3ccccc3)o2)n1
 : i	i	i	i	-36	-1	-145	0	0.3	i	i
53	CCCC(=O)Nc1nnc(S(=O)(=O)N(CC(C)C)c2ccccc2)s1
 : i	i	i	i	15	3	1	-1	-16	i	i
54	S=C(NCc1ccccn1)Nc1ccc(Br)cc1Cl
 : i	i	i	i	-143	-2	-71	4	4.5	i	i
55	COc1cccc(/C=N/n2c(C3CCCCC3)n[nH]c2=S)c1O
 : i	i	i	i	4	4	-16	-1	0.3	i	i
56	CCn1cc(C(=O)NCc2ccc3c(c2)OCO3)c(=O)c2cc(F)c(N3CCN(C)CC3)cc21
 : i	i	i	i	-34	0	-8	-3	0.1	i	i
57	C/C(Cn1nnc([N+](=O)[O-])n1)=N\NC(=O)c1cccc(Cl)c1
 : i	i	i	i	-17	-1	-15	2	/	i	i
58	COc1ccc(N(CC(=O)Nc2cc(Cl)ccc2C)S(=O)(=O)c2c(C)noc2C)cc1
 : i	i	i	i	78*	64*	43	29	-0.1	i	i
59	CCNC(=S)N1CCN(S(=O)(=O)/C=C/c2ccccc2)CC1
 : i	i	i	i	-8	-7	-27	-2	-0.6	i	i
60	Cc1cc(NC(=O)c2ccccc2)cc(NC(=O)c2ccccc2)c1C
 : i	i	i	i	6	4	4	-2	-28	i	i
61	Cc1ccc2[nH]c3c(N4CCOCC4)ncnc3c2c1
 : i	i	i	i	-72	1	-33	-1	1.8	i	i
62	O=C(CN1C(=O)/C(=C/c2ccccc2Cl)SC1=S)NC1CCS(=O)(=O)C1 (stereo not drawn)
 : i	i	i	i	1	-3	-3	-3	-0.3	i	i
63	CCOC(=O)c1c(-c2ccc(C)cc2)csc1NC(=O)CCN1CCOCC1
 : i	i	i	i	34	4	-50	?	0.1	i	i

Full records as entered above. Order of screens: TRPC6 inhibitor, MrgX1 antagonist, TRPC6 activator, TRPC4 act, aSyn UTR inh, IEC-6 cytotox, KLF5 inh, SKKanGAS inh, HIF act, TRPC4 block, TRPC4 PAM
S=C(NCc1ccccn1)Nc1ccc(Br)cc1Cl reads i, i, i, i, -143, -2, -71, 4, 4.5, i, i
NC(=O)CSc1nc2c(c(=O)n1-c1ccccc1)C1(CCCCC1)Cc1ccccc1-2 reads i, i, i, i, -41, 2, -5, -7, -0.5, i, i

Individual results from the list:
Value of #33 under IEC-6 cytotox: 0
Value of #47 under SKKanGAS inh: 2

Assay outcomes from PubChem BioAssay.
